Screening data from PubChem.
PKA-R1A activ – activators of PKA-R1A holoenzyme, primary screen, biochemical, fluorescence polarization, Cy5-IP20, bovine R1A, mouse PKAc. cAMP-dependent protein kinase type I-alpha regulatory subunit (Bos taurus) + …. PKA-R1A dissociation; scaled: DMSO 0%, 113 µM cGMP 100%. activation, % at 11.4 µM. hit rate 0.083% among 340,000. AID 504707, 2011;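 active = percent activation above the mean of all tested compounds plus 3 SD, cut at about 19% in these data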;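 note: higher means more PKAc released from R1A so a rise in polarization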
DAGLB inh – DAGLB lipase inhibitors, primary screen, biochemical, fluorescence, HTS; AID 504411, 2011; inhibition, % at 5.17 µM; HEK293T DAGLB membrane lysate, EnzChek fluorogenic substrate; hit rate 0.059% among 340,000; in the data active = inhibition above about 34%;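 note: 0% = enzyme with vehicle and 100% = wells lacking enzyme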
HTR5A inv ag – HTR5A inverse agonists in luminescence cell assay, primary screen, counter-screen for OPRM1-OPRD1 heterodimer inverse agonist project, full-deck HTS | 5-hydroxytryptamine receptor 5A (Homo sapiens), P47898 | HTR5A cell line, inverse agonism | inhibition, % at 9.3 µM | hit rate 0.083% among 340,000 | AID 504634, 2011; in the data active = inhibition mostly above about 23%, no sharp cut-off; inactive = mostly below about 18%;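 note: 0% = cells with DMSO and 100% = no-cell wells with DMSO; some compounds called inactive have numbers as strong as hits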
Target sequence (P47898 whole entry, looked up): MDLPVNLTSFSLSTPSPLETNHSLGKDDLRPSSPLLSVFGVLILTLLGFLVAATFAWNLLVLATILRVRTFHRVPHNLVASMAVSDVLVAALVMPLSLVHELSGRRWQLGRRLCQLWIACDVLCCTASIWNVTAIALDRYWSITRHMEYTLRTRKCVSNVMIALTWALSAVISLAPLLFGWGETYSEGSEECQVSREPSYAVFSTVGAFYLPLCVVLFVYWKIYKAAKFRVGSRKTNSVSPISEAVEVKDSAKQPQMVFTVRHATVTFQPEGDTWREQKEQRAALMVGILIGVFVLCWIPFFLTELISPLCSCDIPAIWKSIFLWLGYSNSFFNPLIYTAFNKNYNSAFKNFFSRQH
Tat transport – E. coli Tat export inhibitors, primary screen, MC4100, TorA-mCherry reporter, fluorescence, single point | AID 488895, 2010 | inhibition, % at 10 µM | hit rate 0.036% among 340,000;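 active = mean replicate inhibition at least 50% and at least half of replicates individually reaching 50%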;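 note: exported cargo escapes ClpAP degradation while cytoplasmic cargo is degraded and loses fluorescence; 0% = median of neutral control wells and 100% = median of NaSCN control wells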
CDK5 p35 inh – inhibitors of human CDK5/p35 kinase, primary screen, biochemical, single concentration. hit rate 0.01% among 330,000. Recombinant CDK5/p35, ADP-Glo luminescence, 60 min. inhibition, % at 10 µM. Cyclin-dependent kinase 5 (Homo sapiens) + Cyclin-dependent kinase 5 activator 1 (Homo …;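 active = highest replicate inhibition of at least 50% and at least 75% of replicates reaching 50%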;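 note: plate controls were DMSO neutral control for no effect and GW8510 at 10 µM for full effect; many of its hits are not listed in these tables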
E coli growth – E. coli V3065 growth inhibition, primary screen, counter-screen for AddAB inhibitor project, absorbance, OD600; 18 h; inhibition, % at 11.9 µM; hit rate 0.27% among 330,000; AID 449728, 2010;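 active = inhibition above the campaign's mean inhibition across all tested compounds plus 3 SD, cut at about 9.9% in these data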;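 note: uninfected addAB+ strain grown without phage in ampicillin broth; 0% = DMSO wells and 100% = ciprofloxacin 0.95 µg/ml wells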
HTR5A ag ctr – HTR5A agonists in luminescence cell assay, primary screen, counter-screen for OPRM1-OPRD1 heterodimer agonist project, full-deck HTS; cell-based; AID 504692, 2011; hit rate 0.61% among 340,000; activation, % at 9.3 µM; 5-hydroxytryptamine receptor 5A (Homo sapiens), P47898; in the data active = activation mostly above about 9.5%, no sharp cut-off; inactive = mostly below about 7.6%;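 note: 0% = cells with vehicle only and 100% = reference agonist; strong numbers were not always called active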
SUMO Mot1 rescue – yeast Mot1-301 growth rescue at high temperature, primary screen, SUMOylation pathway inhibitor project, S. cerevisiae, ATP luminescence, 38.5C; AID 2716, 2010; S. cerevisiae Mot1-301 growth rescue; percent above DMSO median, 100 means doubled; hit rate 1% among 320,000; growth rescue, % at 18.8 µM;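 active = every valid replicate shows activation above 250% relative to neutral control wells; inactive = the rest, any valid replicate at or below 250%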;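 note: OY570 slx delta 5 strain wells were the positive control but not used for scaling; some compounds called inactive have numbers as strong as hits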
AddAB inh – growth inhibition of E. coli expressing H. pylori AddAB, primary screen, AddAB inhibitor project, absorbance; AID 435030, 2010; inhibition, % at 11.9 µM; hit rate 0.29% among 330,000; in the data active = inhibition above about 12%;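 note: 0% = vehicle wells of infected cells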
PKA-R2B act – activators of PKA-R2B holoenzyme, primary screen, biochemical, fluorescence polarization, Cy5-IP20, human | cAMP-dependent protein kinase catalytic subunit beta (Homo sapiens) + cAMP-dependent … | PKA-R2B holoenzyme dissociation; R2B truncated from residue 108, S112A mutant; 0% DMSO only, 100% 113 µM cGMP | activation, % at 11.4 µM | hit rate 0.079% among 340,000 | AID 504700, 2011;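 active = activation above a cutoff set at the mean over all compounds plus 3 SD, cut at about 18% in these data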;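 note: higher means more holoenzyme dissociation and a rise in polarization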
Target sequence (P31323 whole entry, looked up, other chains not shown, the tested form may be a part): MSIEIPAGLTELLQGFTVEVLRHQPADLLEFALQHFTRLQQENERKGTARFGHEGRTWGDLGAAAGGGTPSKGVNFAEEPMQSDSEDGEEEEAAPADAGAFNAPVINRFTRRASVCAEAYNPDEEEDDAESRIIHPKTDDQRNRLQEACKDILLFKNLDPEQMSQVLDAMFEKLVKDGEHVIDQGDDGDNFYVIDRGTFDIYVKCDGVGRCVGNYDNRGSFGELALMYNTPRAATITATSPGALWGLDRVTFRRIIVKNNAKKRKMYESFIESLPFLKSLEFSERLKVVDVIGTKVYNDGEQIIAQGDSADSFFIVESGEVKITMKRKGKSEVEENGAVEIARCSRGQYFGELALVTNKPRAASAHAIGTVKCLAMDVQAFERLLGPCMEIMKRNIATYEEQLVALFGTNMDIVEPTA
phage Ecoli inh – growth loss of phage-infected E. coli, primary screen, RecBCD inhibitor project, absorbance, with phage, HTS; inhibition, % at 11.9 µM; hit rate 0.26% among 360,000; in the data active = inhibition above about 11%
Starred values were filed as active, the others as inactive; & = joins results of further samples.

O=C(NC1CCN(C(=S)Nc2ccc(F)cc2)CC1)C1CCCCC1 was read as PKA-R1A activ -5, DAGLB inh 1, HTR5A inv ag -10, Tat transport -2, CDK5 p35 inh 1.8, E coli growth -1.4, HTR5A ag ctr 4, SUMO Mot1 rescue 0, AddAB inh 1.4, PKA-R2B act -9 and phage Ecoli inh 2.0.
Screening Cc1ccc(NC(=O)C2CC(=O)N(c3ccc4c5c(cccc35)CC4)C2)cc1 (stereo unspecified) returned PKA-R1A activ 1, DAGLB inh 0, HTR5A inv ag -5, Tat transport 2, CDK5 p35 inh -1.3, E coli growth 0.2, HTR5A ag ctr 1, SUMO Mot1 rescue -26, AddAB inh 0.2, PKA-R2B act -1 and phage Ecoli inh 1.7.
COc1ccc(-c2cc3nc4ccccc4n3c(N)c2C#N)cc1 was read as PKA-R1A activ -5, DAGLB inh 1, HTR5A inv ag -24, Tat transport -10, CDK5 p35 inh 0.5, E coli growth 1.0, HTR5A ag ctr 13, SUMO Mot1 rescue 239, AddAB inh 0.1, PKA-R2B act -8 and phage Ecoli inh 7.0.
Screening O=C(NCCc1c[nH]c2ccccc12)c1cccc(Br)c1 returned PKA-R1A activ 2, DAGLB inh 1, HTR5A inv ag 5, Tat transport -5, CDK5 p35 inh 0.6, E coli growth 0.5, HTR5A ag ctr -1, SUMO Mot1 rescue 16, AddAB inh 0.3, PKA-R2B act 7 and phage Ecoli inh 4.2.
Screening COc1ccc(-c2ccc3c(c2)S(=O)(=O)c2cccc(C(=O)NCCOc4ccccc4Cl)c2C3=O)cc1OC returned PKA-R1A activ -18, DAGLB inh -2, HTR5A inv ag -33, Tat transport -7, CDK5 p35 inh 0.6, E coli growth -0.4, HTR5A ag ctr 4, SUMO Mot1 rescue -6, AddAB inh 3.2, PKA-R2B act -9 and phage Ecoli inh 0.2.
`O=C(c1ccccc1)C(Nc1ccccn1)c1ccccc1` (stereo unspecified) gave PKA-R1A activ -14, DAGLB inh -3, HTR5A inv ag 9, Tat transport -2, CDK5 p35 inh 0.3, E coli growth -0.3, HTR5A ag ctr -3, SUMO Mot1 rescue -3, AddAB inh 1.8, PKA-R2B act -10 and phage Ecoli inh 2.1.
c1ccc(CN2CCCC3(CCCN(Cc4nc(CC5CC5)no4)C3)C2)cc1 (stereo unspecified) was read as PKA-R1A activ -13, DAGLB inh -5, HTR5A inv ag -1, Tat transport 2, CDK5 p35 inh 0.8, E coli growth 2.5, HTR5A ag ctr 1, SUMO Mot1 rescue -1, AddAB inh 1.4, PKA-R2B act -5 and phage Ecoli inh -3.0.
For Cc1oc2c(CN3CCOCC3)c(O)ccc2c(=O)c1-c1ccc(Cl)cc1 the results were PKA-R1A activ -13, DAGLB inh -1, HTR5A inv ag -23, Tat transport -5, CDK5 p35 inh 0.0, E coli growth 1.8, HTR5A ag ctr 8, SUMO Mot1 rescue 1, AddAB inh -0.2, PKA-R2B act -7 and phage Ecoli inh 1.7.
`CC1(C)Cc2nc3n[nH]c(N)c3cc2CO1` gave PKA-R1A activ 3, DAGLB inh -3, HTR5A inv ag -13, Tat transport -10, CDK5 p35 inh -0.9, E coli growth 0.7, HTR5A ag ctr -2, SUMO Mot1 rescue -8, AddAB inh 1.4, PKA-R2B act -14 and phage Ecoli inh -1.0.
`CC(OC(=O)c1cccs1)C(=O)NCC1CCCO1` (stereo unspecified) gave PKA-R1A activ 2, DAGLB inh 0, HTR5A inv ag -4, Tat transport 9, CDK5 p35 inh -1.4, E coli growth -0.7, HTR5A ag ctr 2, SUMO Mot1 rescue 189, AddAB inh 3.1, PKA-R2B act -3 and phage Ecoli inh 4.2.
CCc1ccc(C(=O)NC(CC(C)C)C(=O)O)cc1 (stereo unspecified) was read as PKA-R1A activ 1, DAGLB inh -1, HTR5A inv ag -9, Tat transport 0, CDK5 p35 inh -1.7, E coli growth 1.8, HTR5A ag ctr 4, SUMO Mot1 rescue 690, AddAB inh 2.2, PKA-R2B act 5 and phage Ecoli inh 3.6.
Screening CC(C)(C)NC(=O)CN(C(=O)C1CSC(=O)C1)c1ccccc1F (stereo unspecified) returned PKA-R1A activ -2, DAGLB inh -1, HTR5A inv ag -1, Tat transport 3, CDK5 p35 inh 2.1, E coli growth -1.8, HTR5A ag ctr 0, AddAB inh 2.5, PKA-R2B act -11 and phage Ecoli inh 4.2.
Screening CS(=O)(=O)N1CCC(NC(=O)Nc2ccc(OC(F)(F)F)cc2)CC1 returned PKA-R1A activ -2, DAGLB inh 0, HTR5A inv ag -5, Tat transport -4, CDK5 p35 inh 0.0, E coli growth -0.9, HTR5A ag ctr -2, SUMO Mot1 rescue -19, AddAB inh 0.6, PKA-R2B act -5 and phage Ecoli inh 1.8.
Screening O=C(COC(=O)C1=COCCO1)Nc1ccc(F)cc1 returned PKA-R1A activ -2, DAGLB inh 2, HTR5A inv ag 4, Tat transport -1, CDK5 p35 inh -0.6, E coli growth -0.3, HTR5A ag ctr 3, SUMO Mot1 rescue -19, AddAB inh 0.7, PKA-R2B act -9 and phage Ecoli inh 1.1.
COC(=O)c1ccc(CSc2nnc3ccccn23)o1 was read as PKA-R1A activ 5, DAGLB inh 0, HTR5A inv ag -5, Tat transport 1, CDK5 p35 inh 1.4, E coli growth -0.1, HTR5A ag ctr 2, SUMO Mot1 rescue 2, AddAB inh 0.7, PKA-R2B act 3 and phage Ecoli inh -1.7.
CCOC(=O)C1=C(C)NC(C)=C(C(=O)OCC)C1c1ccc([N+](=O)[O-])s1 was read as PKA-R1A activ -10, DAGLB inh -4, Tat transport -4, CDK5 p35 inh -2.1, E coli growth -1.1, SUMO Mot1 rescue -11, AddAB inh 0.8, PKA-R2B act -10 and phage Ecoli inh -2.3&1.4.
O=C1CN(CC(=O)Nc2ccc(Cl)cc2)CCN1 was read as PKA-R1A activ -8, DAGLB inh 2, HTR5A inv ag 20, Tat transport -1, CDK5 p35 inh -0.9, E coli growth 0.1, HTR5A ag ctr 2, SUMO Mot1 rescue 7, AddAB inh -1.8, PKA-R2B act 2 and phage Ecoli inh 3.9.
Cc1ccc(CNCc2ccc3c(c2)OCO3)c(C)c1 was read as PKA-R1A activ -12, DAGLB inh -3, HTR5A inv ag -2, Tat transport -1, CDK5 p35 inh 1.1, E coli growth -0.3, HTR5A ag ctr 1, SUMO Mot1 rescue 124, AddAB inh -0.6, PKA-R2B act 1 and phage Ecoli inh -1.3.
Cc1ccc(NC(=O)/C(=C/c2cccs2)NC(=O)c2ccco2)c(C)c1 was read as PKA-R1A activ -8, DAGLB inh -2, HTR5A inv ag -9, Tat transport -4, CDK5 p35 inh -1.9, E coli growth -1.7, HTR5A ag ctr 6, SUMO Mot1 rescue 10, AddAB inh 0.3, PKA-R2B act -6 and phage Ecoli inh 1.5.
O=C(Oc1ccccc1)c1ccc(COC(=O)c2cnccn2)cc1 was read as PKA-R1A activ -4, DAGLB inh -2, HTR5A inv ag -6, Tat transport 5, CDK5 p35 inh 0.0, E coli growth -3.0, HTR5A ag ctr -1, SUMO Mot1 rescue 282, AddAB inh -0.2, PKA-R2B act -3 and phage Ecoli inh 1.4.
Screening CCOC(=O)c1sc(NC(=O)COc2ccc3c(c2)OCO3)nc1C returned PKA-R1A activ -1, DAGLB inh -7, HTR5A inv ag -16, Tat transport -6, CDK5 p35 inh -0.7, E coli growth -0.3, HTR5A ag ctr 5, SUMO Mot1 rescue 149, AddAB inh 1.7, PKA-R2B act -5 and phage Ecoli inh -0.9.
For O=C(CSc1ccc2c(c1)OCCO2)N1CCN(c2ccccc2)CC1 the results were PKA-R1A activ 1, DAGLB inh 2, HTR5A inv ag 16, Tat transport -6, CDK5 p35 inh -6.0, E coli growth 1.6, HTR5A ag ctr 2, SUMO Mot1 rescue 3, AddAB inh 1.6, PKA-R2B act 3 and phage Ecoli inh 0.5.
For O=C(N/N=C/c1ccco1)c1ccc(OCc2ccccc2)cc1 the results were PKA-R1A activ 1, DAGLB inh -3, HTR5A inv ag 7, Tat transport -8, CDK5 p35 inh 2.4, E coli growth -0.9, HTR5A ag ctr -3, SUMO Mot1 rescue 4, AddAB inh -1.8, PKA-R2B act 5 and phage Ecoli inh 5.7.
Screening COc1ccc(C2OC(=O)CC2C(=O)NC2CCCC(C)C2C)cc1OC (stereo unspecified) returned PKA-R1A activ -5, DAGLB inh 0, HTR5A inv ag 3, Tat transport -10, CDK5 p35 inh 2.4, E coli growth 0.1, HTR5A ag ctr -1, SUMO Mot1 rescue -17, AddAB inh 0.2, PKA-R2B act 0 and phage Ecoli inh 1.5.
For O=C(Nc1ccccn1)c1ccc(Cl)c(S(=O)(=O)N2CCc3ccccc32)c1 the results were PKA-R1A activ -2, DAGLB inh -3, HTR5A inv ag -13, Tat transport 1, CDK5 p35 inh -2.8, E coli growth 1.6, HTR5A ag ctr 5, SUMO Mot1 rescue -8, AddAB inh 1.9, PKA-R2B act 1 and phage Ecoli inh 1.0.
Screening CCCCN(c1ccccc1)S(=O)(=O)c1ccc2c(c1)CCN2C(=O)CCC(=O)O returned PKA-R1A activ -5, DAGLB inh 0, HTR5A inv ag 6, Tat transport 6, CDK5 p35 inh -0.7, E coli growth 2.1, HTR5A ag ctr 0, SUMO Mot1 rescue -2, AddAB inh 3.3, PKA-R2B act -4 and phage Ecoli inh 2.3.
Cc1nc2ccccn2c1C(=O)N=Nc1c(O)n(CCC(C)C)c2ccccc12 was read as PKA-R1A activ -5, DAGLB inh 1, HTR5A inv ag 3, Tat transport 3, CDK5 p35 inh -0.3, E coli growth -0.6, HTR5A ag ctr 1, SUMO Mot1 rescue -8, AddAB inh 2.2, PKA-R2B act -13 and phage Ecoli inh 0.4.
CN(C)C(=S)Nc1ccc(N2CCOCC2)cc1 was read as PKA-R1A activ 2, DAGLB inh -3, HTR5A inv ag -31, Tat transport -1, CDK5 p35 inh -1.0, E coli growth -1.1, HTR5A ag ctr 2, SUMO Mot1 rescue -2, AddAB inh 0.7, PKA-R2B act -4 and phage Ecoli inh 2.5.
For CCn1c(C)cc2c(c1=O)C(c1ccc3c(c1)OCO3)C(C#N)=C(N)O2 (stereo unspecified) the results were PKA-R1A activ 1, DAGLB inh 1, HTR5A inv ag -8, Tat transport 0, CDK5 p35 inh -2.5, E coli growth 0.2, HTR5A ag ctr -3, SUMO Mot1 rescue 21, AddAB inh -0.1, PKA-R2B act 11 and phage Ecoli inh 0.2.
